D2 PAM: HTS Assay for Positive Allosteric Modulators of the Human D2 Dopamine Receptor: Primary Screen for Potentiators. D(2) dopamine receptor (Homo sapiens), P14416. HEK293 T-REx D2, calcium flux, EC20 dopamine potentiation. potentiation, % at 10 µM. hit rate 0.34% among 340,000;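 active means potentiation over 3 SD above the plate norm, cut at about 30% in these data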; further: 0% is about no effect
Target sequence (P14416 whole entry, looked up): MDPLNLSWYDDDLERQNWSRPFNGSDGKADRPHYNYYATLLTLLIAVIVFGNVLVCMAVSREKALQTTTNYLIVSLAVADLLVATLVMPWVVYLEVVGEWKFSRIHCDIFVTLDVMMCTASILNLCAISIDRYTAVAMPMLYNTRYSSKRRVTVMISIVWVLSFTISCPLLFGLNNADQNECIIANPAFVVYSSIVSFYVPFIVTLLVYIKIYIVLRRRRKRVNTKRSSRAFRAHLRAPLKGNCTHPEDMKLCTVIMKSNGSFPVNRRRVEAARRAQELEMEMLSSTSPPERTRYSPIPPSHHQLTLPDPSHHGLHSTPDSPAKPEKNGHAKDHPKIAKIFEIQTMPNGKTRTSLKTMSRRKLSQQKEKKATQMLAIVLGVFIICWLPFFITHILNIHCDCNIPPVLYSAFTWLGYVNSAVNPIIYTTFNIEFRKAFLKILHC
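Cells plated with tetracycline inducer and held overnight at 30 C; calcium dye loaded 30–90 min at room temperature; baseline taken, compound added and read 180 s; EC20 dopamine then added and read 180 s.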
Vif-APOBEC3G blk: qHTS for Inhibitors of Vif-A3G Interactions: qHTS; DNA dC->dU-editing enzyme APOBEC-3G (Homo sapiens), Q9HC16; HeLa A3G-eYFP + Vif (tagged APOBEC3G with the HIV-1 protein that degrades it), YFP fluorescence, overnight; Potency, µM (top dose mostly 46.1 µM), without a hit: at the highest dose activity, negative = active, usual class: inhibitors; hit rate 0.076% among 410,000; AID 602310, 2012;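 further: potency means the concentration at half of the fitted maximal effect; on the % scale 0 is the no-effect control and ±100 the full control effect; nearly all actives have a fitted effect of over 60% in size; hits raise eYFP signal because A3G escapes Vif-driven loss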
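Read-out is eYFP fluorescence (Ex 488/Em 500-530) from Vif-expressing HeLa A3G-eYFP cells; more signal means A3G escaped Vif-mediated degradation. Cells plated overnight, compound pinned in, incubated overnight at 37 deg C.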
D1 potentiator: Potentiators of Human D1 Dopamine Receptor: qHTS | hit rate 0.036% among 360,000 | HEK293 TREx D1 cells, calcium flux, dopamine EC20 potentiation | D(1A) dopamine receptor (Homo sapiens), P21728 | potentiation, % at 10 µM | AID 504651, 2011; in the data active means potentiation above about 30%; further: 0% is about no effect
Target sequence (P21728 whole entry, looked up): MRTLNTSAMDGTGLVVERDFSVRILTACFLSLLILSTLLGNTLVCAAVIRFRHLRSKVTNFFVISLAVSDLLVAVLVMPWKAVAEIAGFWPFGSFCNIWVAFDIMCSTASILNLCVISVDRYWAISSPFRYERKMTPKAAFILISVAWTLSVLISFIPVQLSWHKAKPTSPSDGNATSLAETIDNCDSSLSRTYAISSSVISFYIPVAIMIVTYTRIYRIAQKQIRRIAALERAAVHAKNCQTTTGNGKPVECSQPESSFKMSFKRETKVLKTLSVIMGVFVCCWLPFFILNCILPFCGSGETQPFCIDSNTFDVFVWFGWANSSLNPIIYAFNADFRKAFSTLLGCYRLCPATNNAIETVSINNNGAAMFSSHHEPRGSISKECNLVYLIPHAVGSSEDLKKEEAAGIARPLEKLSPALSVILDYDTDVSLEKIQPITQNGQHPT
GRP78 ERSR act: qHTS for Inducers of the Endoplasmic Reticulum Stress Response (ERSR) in Human Glioma: qHTS; U87-MG GRP78 promoter luciferase reporter, 16 h; Potency, µM, inactives show at the highest dose activation, usual class: activators; hit rate 0.02% among 420,000; AID 602332, 2012; further: potency means the concentration at half of the fitted maximal effect; series mostly up to about 76 µM; % of control where 0% means no effect; nearly all actives have a fitted effect of over 35% in size
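ERSR induction read as luciferase luminescence (Bright-Glo, 10 min at room temperature) in stably transfected human U87-MG glioma cells exposed to compounds for 16 h, using GRP78 as sensor.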
D1 antag: Antagonist of Human D 1 Dopamine Receptor: qHTS; activity change, negative = inhibition, % at 10 µM; hit rate 3.2% among 360,000; HEK293 TREx D1 cells, calcium flux, dopamine EC80; hits give low values; in the data active means activity change below about -30%; further: on the % scale 0 is the no-effect control and ±100 the full control effect
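Allosteric or orthosteric antagonism assessed as attenuation of the calcium response to EC80 dopamine, added 180 s after compound, in induced HEK293 Trex D1 cells loaded with no-wash calcium dye.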
RXFP1 agonist: qHTS Assay for Agonists of the Relaxin Receptor RXFP1. Relaxin receptor 1 (Homo sapiens), Q9HBX9. HEK293T-RXFP1 cAMP TR-FRET, 30 min; response scale: percent of porcine relaxin response, buffer zero. Potency, µM (series often up to 57.5 µM), for inactives: top-dose activation, hits mostly activators. hit rate 0.3% among 370,000. AID 2676, 2010; further: potency means the concentration at half of the fitted maximal effect; on the % scale 0 is the no-effect control and ±100 the full control effect; nearly all actives have a fitted effect of over 60% in size; many of its hits are not listed in these tables
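HEK293T cells stably expressing RXFP1 were pretreated with the PDE4 inhibitor Ro 20174, exposed to compounds for 30 min at 37C, lysed, and cAMP was read by TR-FRET. Data normalized to buffer (basal) and 29 nM porcine relaxin (100%).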
D1 agonist: Allosteric Agonists of the Human D1 Dopamine Receptor: qHTS; AID 504660, 2011; hit rate 1% among 360,000; HEK293 T-REx D1 cells, calcium flux, agonist mode; activation, % at 2 µM; in the data active means activation above about 30%; further: 0% is about no effect
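Inducible HEK293 T-REx D1 cells, force-coupled to calcium signalling, were plated at 4000 cells/well with tetracycline and held overnight at 30 C. After no-wash calcium dye loading, compound-evoked calcium rise over 180 s flagged agonists.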
RXFP1 antag: qHTS Assay for Antagonists of the Relaxin Receptor RXFP1; Relaxin receptor 1 (Homo sapiens), Q9HBX9; HEK293-RXFP1, relaxin-stimulated cAMP HTRF, 30 min; hits give low values; activity change, negative = inhibition, % at 57.5 µM; hit rate 0.59% among 350,000; AID 1259400, 2018;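 active means activity change of -60% or lower, but not beyond a set lower limit; inconclusive means change between -60% and -40%, or beyond the set limit; inactive means change above -40%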; further: on the % scale 0 is the no-effect control and ±100 the full control effect
Vif-APOBEC3F blk: qHTS for Inhibitors of Vif-A3F Interactions: qHTS | HeLa A3F-eYFP + Vif (tagged APOBEC3F with the HIV-1 protein that degrades it), YFP fluorescence increase | Potency, µM (doses to about 46.1 µM), inactives show at the highest dose activity, negative = active | hit rate 0.2% among 390,000 | AID 602313, 2012; further: potency means the concentration at half of the fitted maximal effect; % of control where 0% means no effect; nearly all actives have a fitted effect of over 65% in size
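HeLa cells stably expressing Vif plus C-terminally eYFP-tagged A3F were seeded, incubated overnight at 37 deg C, dosed with compound, incubated overnight again at 37 deg C. Yellow fluorescence (Ex 488/Em 500-530) reported blocked Vif-mediated A3F-eYFP degradation.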
An asterisk follows results filed as active; ? = inconclusive; / = no result given; & = joins results of further samples. Unless noted, the call rests on the fitted dose curve; in most records, active means well fitted curve in the direction sought with a large enough effect; inconclusive means small, poorly fitted or top-dose-only effect, or another doubt; inactive means no such curve, though single readings can be large; an effect the other way counts as inactive or inconclusive.

SMILES | D2 PAM | Vif-APOBEC3G blk | D1 potentiator | GRP78 ERSR act | D1 antag | RXFP1 agonist | D1 agonist | RXFP1 antag | Vif-APOBEC3F blk
COc1ccc(OC)c(/C=N/N(CCC#N)C2=NS(=O)(=O)c3ccccc32)c1 | 15 | 0% | -6 | -2% | -11 | 3.9% | -1 | 6 | -9%
Cc1ccc(Cl)cc1N1CCN(C(=O)CN(C2CCCCC2)S(C)(=O)=O)CC1 | -7 | 9% | -2 | -7% | 4 | 2.8% | -1 | 2 | -9%
COc1ccc(NC(=O)CN(C)C(=O)/C=C/c2cn(-c3ccccc3)nc2-c2cccs2)cc1 | -4 | 0% | -16 | 0% | 3 | 1.6% | 1 | -17 | -13%
CCC(C)NS(=O)(=O)c1ccc(OCC(=O)NCc2ccco2)cc1 (configuration not stated) | / | 0% | -2 | -6% | 2 | 2.9% | 1 | 5 | 0%
C=CCOC(=O)CCC(=O)Nc1cc(OC)nc(OC)n1 | / | -1% | -4 | 0% | -17 | 2.6% | 4 | 20 | -5%
Cc1ccc(-n2c(C)nc3c(cnn3-c3ccccc3)c2=O)cc1 | -10 | 2% | -3 | -5% | 3 | 0.7% | 8 | / | -8%
CCC/C(O)=C1\C(=O)CCCC1=NC(C)C(=O)O (configuration not stated) | -11 | -2% | -1 | -1% | -10 | 0.1% | -1 | 2 | -5%
COc1ccc(N2C(=S)NC(C)(C)CC2(C)c2ccc(OC(C)=O)cc2OC(C)=O)cc1 (configuration not stated) | 5 | -3% | -11 | -6% | -8 | 1.5% | 0 | -18 | ?
COc1ccc(-c2csc(Nc3ccccc3)[n+]2CC(O)c2ccc([N+](=O)[O-])cc2)cc1 (configuration not stated) | 1 | 1% | 5 | -7% | -23 | -0.1% | 4 | 1 | 1%
CCOC(=O)c1c(C)[nH]c(C(=O)CC(=O)OC)c1C | 0 | 4% | -8 | 0% | -6 | 0.5% | 4 | -1 | -7%
O=C(CSc1ccc2ccccc2c1)N1CCN(c2ccc(O)cc2)CC1 | -5 | 2% | -7 | 1% | -18 | 0.3% | 5 | -2 | -10%
CC(C)(C)C1CCC2(CC1)Nc1cccc3cccc(c13)N2 | -8 | -8% | -4 | 1% | -10 | 1.1% | 1 | -14 | 9%
COc1ccc(C2CC(c3ccccc3)=NN2C(=O)CSc2ncccn2)cc1 (configuration not stated) | 13 | 0% | 4 | -1% | 14 | -4.3% | 8 | 14 | -7%
O=C(Cc1cccc2ccccc12)NCCc1ccccc1 | -11 | 0% | 1 | -2% | -19 | 0.9% | 1 | -11 | 4%
Cc1ccc(CSCCNC(=O)CCSc2ccccc2)cc1 | 12 | 4% | -5 | 2% | -25 | 0.2% | 5 | 1 | 1%

Arranged by value in D2 PAM (smallest number first): some entries from above.
Compound	D2 PAM
CCC/C(O)=C1\C(=O)CCCC1=NC(C)C(=O)O (configuration not stated)	-11
O=C(CSc1ccc2ccccc2c1)N1CCN(c2ccc(O)cc2)CC1	-5
COc1ccc(N2C(=S)NC(C)(C)CC2(C)c2ccc(OC(C)=O)cc2OC(C)=O)cc1 (configuration not stated)	5

(list continues)
SMILES | D2 PAM | Vif-APOBEC3G blk | D1 potentiator | GRP78 ERSR act | D1 antag | RXFP1 agonist | D1 agonist | RXFP1 antag | Vif-APOBEC3F blk
NC(=O)c1ccccc1N/C=C1\CCCCC1=O | 0 | -3% | 1 | -2% | 4 | -0.1% | -1 | 2 | -11%
CCN(CC)S(=O)(=O)c1ccc2[nH]c(=O)cc(C(=O)N(C)C3CCS(=O)(=O)C3)c2c1 (configuration not stated) | -7 | 2% | / | 1% | 8 | 1.5% | 1 | 10 | -4%
COCCN(C(=O)COC(=O)CSc1ccc(Cl)cc1)c1c(N)n(Cc2ccccc2)c(=O)[nH]c1=O | 9 | 1% | 1 | -1% | 0 | 0.5% | 1 | -14 | -2%
Cc1cc(C)nc(SCc2nnc(SCC(=O)Nc3nccs3)n2C)n1 | 7 | -1% | -4 | -3% | -14 | 0.6% | 0 | 7 | 1%
CCCCN(C(=O)Cc1ccc(S(=O)(=O)N2CCOCC2)s1)c1ccccc1 | -10 | 1% | -5 | -4% | -8 | 0.0% | 5 | 5 | 9%
CCOc1ccc(NC(=O)Nc2ccc3c(c2)nc(C)n3C)cc1 | -7 | -5% | -6 | 1% | 7 | 7.8% | 2 | -7 | 1%
CCCC(=O)c1ccc(N2CCN(S(=O)(=O)c3ccccc3)CC2)c(F)c1 | 5 | 1% | -4 | 13% | -7 | 0.4% | 4 | -3 | -10%
Cc1sc2nc(SCc3nc(-c4cccs4)no3)n(-c3ccccc3)c(=O)c2c1C | -6 | -1% | -1 | -1% | -3 | 0.0% | 6 | -4 | -3%
CCCNC(=O)COC(=O)C1CCN(S(=O)(=O)c2ccc3c(c2)OCCO3)CC1 | 4 | -8% | 0 | -2% | 7 | -0.2% | 2 | -10 | -11%
CC12CCC(C(=O)N(NC(=O)c3cc(Cl)ccc3O)C1=O)C2(C)C (configuration not stated) | -7 | 0% | 0 | 8% | -16 | 6.5% | 6 | -2 | /
CCc1ccc2[nH]c3nc(SCc4nnc(-c5ccccc5)o4)nnc3c2c1 | 13 | 1% | -1 | -2% | 23 | 2.9% | 1 | -11 | 3%
NS(=O)(=O)c1ccc(-n2nc(C(=O)O)cc2-c2ccc(Cl)cc2)cc1 | -6 | -6% | -2 | 0% | 13 | 0.7% | 1 | -26 | 12%
COCCCNC(=O)CSc1nc2ccccc2c(=O)n1Cc1ccco1 | -5 | 2% | -1 | -5% | -10 | 2.2% | 1 | 2 | -2%
O=c1c2c3c(sc2n2cnnc2n1CCc1ccccc1)CCCC3 | 0 | 1% | -12 | -2% | -24 | 1.2% | 1 | 20 | -3%
CCOC(=O)c1cc(C(=O)NC(C)c2ccccc2)c(C)[nH]c1=O (configuration not stated) | -8 | -2% | 2 | -5% | -11 | 0.4% | 0 | -7 | -6%
CC(C)N(Cc1nnc(-c2ccccc2Br)o1)C(=O)c1cc(Cl)nc2ccccc12 | 8 | -5% | 4 | -1% | 5 | -1.5% | 4 | -3 | -10%
Cc1ccc(/C=N/NC(=O)c2nnn(-c3nonc3N)c2CSc2ccccc2)s1 | 1 | 2% | -4 | 0% | -7 | -5.7% | 6 | 8 | -6%
C=CCSc1nc2sc3c(c2c(=O)[nH]1)CC(C)(CC)OC3 (configuration not stated) | 9 | -6% | -4 | -1% | -2 | 0.0% | 0 | -19 | 5%
COc1ccc(CC(=O)OCc2cc3cccc(C)c3[nH]c2=O)cc1 | 4 | 1% | -3 | -6% | -8 | 30% | 9 | 12 | -6%
N#Cc1c(-c2ccc(F)cc2)c(-c2ccc(F)cc2)nn(CCO)c1=O | / | ? | / | -4% | / | / | / | -7 | -7%
CCOC(=O)C1CCN(C(=O)CCS(=O)(=O)c2ccc3c(c2)CC(C)N3C(=O)CC)CC1 (configuration not stated) | -3 | 0% | 0 | 1% | 23 | -1.5% | 2 | -17 | 1%
COc1cccc(C(=O)NCCSc2ccc(C)cc2)c1 | 16 | -1% | -4 | 4% | -6 | -5.4% | 26 | 4 | 5%
COc1ccc(CNC(=O)c2ccc(NC(=O)C3=CSCCO3)cc2)cc1 | -7 | -3% | -8 | 3% | 5 | 1.7% | 1 | 1 | -8%
CCn1cc(C(=O)N2CCCC(CO)(Cc3ccccc3C)C2)cn1 (configuration not stated) | -4 | 0% | 0 | ? | 13 | 1.4% | 0 | 14 | -1%
Cc1cccc(Nc2ccccc2C(=O)OCC(=O)N2CCOCC2)c1C | 11 | 3% | 8 | -6% | 4 | 3.7% | 0 | -18 | 8%
CC(C)Cc1ccc(S(=O)(=O)NCC2CCCO2)cc1 (configuration not stated) | -3 | -2% | 3 | -5% | -4 | 0.6% | 1 | 3 | -19%
COc1ccc(NS(=O)(=O)c2cc(-c3cnc(C4CC4)o3)ccc2C)cc1 | 4 | ? | 0 | -2% | 8 | 2.8% | 2 | 7 | -2%
CCCc1cc(C(=O)N2CCN(S(=O)(=O)c3ccc(OC)c(OC)c3)CC2)cs1 | / | -1% | -4 | -3% | -24 | 0.0% | 5 | -10 | 1%
C[C@@H]1CN([C@@H](C)CO)S(=O)(=O)c2ccc(Br)cc2O[C@H]1CN(C)C(=O)C1CCOCC1 | / | -5% | / | -1% | / | / | / | 12 | 4%
Cc1ccc(OCCCC(=O)ON=C(N)c2ccccc2C)cc1 | 5 | -3% | -1 | -4% | -12 | 0.7% | 1 | -10 | -11%
O=C(NC1CC1)C1=C[C@H](C2CC2)C[C@H](OCCCCO)O1 | 9 | -2% | 2 | -2% | 1 | -1.4% | -1 | / | -1%
COc1ccc(C)c2sc(N(CCCN(C)C)C(=O)c3ccc4c(c3)OCCO4)nc12 | 7 | 1% | -13 | -3% | -21 | -1.6% | 66* | ? | -1%
Cc1ccc(NC(=O)CN2CC(C)SC2=NC2CCCCC2)cc1 (configuration not stated) | -30 | -4%&-2% | -1 | -2%&-3% | 6 | -0.4% | 7 | ? | 4%&-16%

Grouped by structure: the entries above containing fluorine (two)
SMILES | D2 PAM | Vif-APOBEC3G blk | D1 potentiator | GRP78 ERSR act | D1 antag | RXFP1 agonist | D1 agonist | RXFP1 antag | Vif-APOBEC3F blk
CCCC(=O)c1ccc(N2CCN(S(=O)(=O)c3ccccc3)CC2)c(F)c1 | 5 | 1% | -4 | 13% | -7 | 0.4% | 4 | -3 | -10%
N#Cc1c(-c2ccc(F)cc2)c(-c2ccc(F)cc2)nn(CCO)c1=O | / | ? | / | -4% | / | / | / | -7 | -7%

This is a subset; the hit share may differ from the screen's.
